# Assay outcomes from PubChem.
# PAX8 inh HTS – lowers PAX8-driven luciferase in RMG-I cells; inhibition, % at 12.6 µM; AID 652154; RMG-I TPO-luciferase reporter, SteadyGlo, 24 h; 360,000 compounds, 1.2% hits;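 active = mean replicate inhibition at least 60% with every replicate also reaching 60%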;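 note: luciferase light reporting Pax8 driven TPO promoter activity; plate controls were median of neutral control wells for no effect and mitoxantrone controls for full effect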
# ARNT-TACC3 inh – disruptors of human ARNT/TACC3 interaction; AlphaScreen His-ARNT PAS-B/GST-TACC3 binding, luminescence; TACC3 fragment carries E629A point mutation; AID 623870; inhibition, % at 9.99 µM; 390,000 compounds, 0.66% hits; Q9Y6A5;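 active = mean inhibition of replicates at least 50% and at least half of replicates each reaching 50%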;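 note: 0% = complete ARNT plus TACC3 wells and 100% = ARNT alone without TACC3; many hits fall short of the cut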
# The depositor's hits bear a star. This is a subset. The share of hits here may be higher or lower than overall.
SMILES,PAX8 inh HTS,ARNT-TACC3 inh
CCOP(=O)(OCC)C(C#N)=C1SCN(c2ccccc2)CS1,0.3,5.4
Cc1cc(=O)oc(C)c1C(=O)N1CCCCC1,-4.4,-0.9
CCCC(=O)N1CCN(c2ccc([N+](=O)[O-])c(NC(C)c3ccccc3)c2)CC1 (stereo not drawn),43.9,13.2
Cc1nonc1NC(=O)Nc1cccnc1,1.2,0.5
Cc1nn(-c2cccc(Cl)c2)c2c1C(c1cccnc1)C(C#N)=C(N)O2 (stereo not drawn),1.0,7.7
Cc1cc(Cl)ccc1OCC(=O)Nc1nc(-c2cccs2)cs1,-33.9,-0.5
Cc1ccccc1NC(=O)CCC(=O)OCC(=O)c1ccc(-c2ccccc2)cc1,2.3,0.6
CC1CCN(CCCn2c(=S)[nH]c3ccc(N4CCOCC4)cc3c2=O)CC1,5.8,1.0
CN1c2ccccc2C(O)=C(C(=S)Nc2ccc(F)c(Cl)c2)S1(=O)=O,20.4,5.5
Cc1ccccc1-n1c(=O)c2ccccc2n2c(=O)[nH]nc12,-30.3,-2.0
CCOc1ccc(-c2nnc3sc(COc4ccc(C)cc4)nn23)cc1,-3.8,-6.7
COc1ccc(-c2cn3c(C)c(C(=O)NCCN4CCOCC4)sc3n2)cc1,-11.0,7.3
Cc1cc(NC(=O)CCC(=O)N(CC(=O)NC2CCCC2)Cc2ccco2)no1,2.9,-5.7
O=C(Nc1nnc(-c2ccccc2)o1)NC1CCCCC1,-78.2,-2.8
Cc1ccc(C(=O)C(OC(=O)CCC(=O)Nc2cccc(C)c2)c2ccccc2)cc1 (stereo not drawn),6.5,-11.1
O=S(=O)(c1cccs1)N1CCN(c2ccccn2)CC1,0.2,-8.3
CN(Cc1ccccc1)C(=O)COc1cc(=O)n(C)c2ccccc12,5.9,-0.7
O=C(CCC1CCCC1)N1CCN(C(=O)C2CC2)CC1,1.5,0.4
COc1cc(CN2CCC(C(=O)N3CCN(c4ccccc4F)CC3)CC2)ccc1O,-19.7,-2.4
CCOC(=O)C1=C(N)OC2=C(C(=O)CC(C)(C)C2)C1c1ccccc1OCC#N (stereo not drawn),-1.6,-5.3
COC(=O)Cc1cc(=O)n2[nH]c(C)nc2n1,6.2,-0.8
Cc1ccccc1N1CCN(CCN2C(=O)CC(=C3c4ccccc4-c4ccccc43)C2=O)CC1,-1.4,2.7
CCc1nnc(NC(=O)CSc2nnc(C3CCCCC3)n2-c2ccccc2)s1,2.1,-4.4
CCn1c(=O)cc(OCC(=O)NCc2ccco2)c2ccccc21,6.3,-4.1
COc1ccc(-n2c(C)cc(C=O)c2C)cc1Cl,31.3,5.0

# Continued:
SMILES,PAX8 inh HTS,ARNT-TACC3 inh
CC(C)OP(=O)(c1ccc(N(C)C)cc1)C(O)c1ccccc1 (stereo not drawn),4.2,0.8
Cc1ccc(S(=O)(=O)N2CCN(C(=O)CSc3nnc(-c4ccco4)o3)CC2)cc1,16.2,-6.6
Cc1cc(C)c(C#N)c(SCC(=O)c2cc(C)n(CCc3ccccc3)c2C)n1,13.0,5.2
COc1ccccc1NC(=O)c1nnn(Cc2ccccc2)c1NC(=O)C(F)(F)F,-8.8,-2.1
COc1ccc(-c2cn(-c3ccc(C)cc3)c(=O)n2CC(=O)Nc2cccc(F)c2)cc1,-19.9,-8.4
Cn1c(SCCCC(=O)c2ccccc2)nnc1-c1ccncc1,-30.7,-25.4
CC(C)(C)OC(=O)N[C@@H](Cc1c[nH]c2ccccc12)c1nnc(SCC(N)=O)o1,-3.7,-5.1
NC(=O)C1CCN(C(=O)CN2CCN(c3cccc(C(F)(F)F)c3)CC2)CC1,0.5,-3.6
COC(=O)c1ccc(C(=O)OC)c(NC(=O)Nc2ccc3c(c2)OCO3)c1,-102.1,2.5
Cc1ccc(-n2cc3c(-c4cccc(Br)c4)nnc(C)c3n2)cc1,13.3,0.2
COC(=O)C1=C(C)N(C2CCCCC2)C(=O)C1,-6.0,-2.8
O=c1cc(CO)oc(CN2CCN(c3cccc(C(F)(F)F)c3)CC2)c1O,-3.5,-2.4
CC(C)N1C(=O)S/C(=C/c2cccnc2)C1=O,4.2,-14.1
CCOC(=O)c1sc2ncnc(OC)c2c1C,-11.3,-1.9
O=C(CCCCCn1c(=O)[nH]c2ccsc2c1=O)NCc1cccs1,-10.0,-0.4
Cn1c(SCC(=O)c2ccc(-c3ccccc3)cc2)nnc1-c1ccco1,-5.1,1.3
COc1ccc(S(=O)(=O)O/N=C2\CCCc3ccccc32)cc1,19.2,4.9
CCOCN(C(=O)Cn1c(CO)nc2ccccc21)c1c(C)cccc1CC,11.0,-1.6
Cc1ccc(N(CC(N)=O)C2SC(=O)N(C)C2=O)cc1 (stereo not drawn),-1.4,-6.8
Cc1cc(N2CCOCC2)nc2ccc(NC(=O)CCC(=O)N3CCC(C)CC3)cc12,-79.1,3.3
OCCc1ccc(-c2ccc(Cl)cc2)o1,-115.9,9.4
O=C1CN(C(=O)OCc2ccccc2)c2ccccc2N1,-112.0,-2.2
CCc1cccc2c(C#N)cn(CC(=O)NCCOC)c12,5.1,-5.1
CCCc1nc(-c2ccccc2O)n(-c2ccccc2)n1,-14.7,-2.3
CC1(C)NC(=O)N(CC(O)CN2CCOCC2)C1=O (stereo not drawn),7.7,12.9

# (further entries)
SMILES,PAX8 inh HTS,ARNT-TACC3 inh
COc1ccc(OC)c(C2=NO[C@@H]3C(=O)N(c4cc(Cl)ccc4OC)C(=O)[C@H]23)c1,8.4,-2.5
CNC(=O)C1C2C=CC3(O2)C1C(=O)N(CCOC)C3C(=O)NCc1ccc(OC)cc1 (stereo not drawn),3.6,12.1
CCCN1C(=O)SC(CC(=O)Nc2ccccc2)C1=O (stereo not drawn),13.3,-10.3
O=C(C=C1CCN(c2ncc(C(F)(F)F)cc2Cl)CC1)NNC(=O)Nc1ccc(Cl)cc1,-6.6,-6.9
O=C1CCCCC1Sc1nnc(Cc2cccs2)n1CCc1ccccc1 (stereo not drawn),-9.9,0.0
COC(=O)c1ccc(Cl)c(NC(=O)NC23CC4CC(CC(C4)C2)C3)c1,14.2,-1.6
CCOC(=O)c1cccc(NC(=O)CSc2nnc(-c3ccoc3C)n2CC)c1,-4.6,-21.9
CCOC(=O)c1c(NC(=O)C(C)NCc2ccco2)sc2c1CCC(C)C2 (stereo not drawn),-1.6,25.5
CC(=O)c1ccc(N2CCN(C(=O)c3ccc(OCc4c(C)noc4C)cc3)CC2)cc1,17.2,0.5
Cc1nn(CC(=O)O)c(C)c1C,6.5,-7.2
CCC(=O)Nc1ccc(Nc2ccccc2)cc1,-24.3,2.1
Cc1c(O)cc2n(c1=O)-c1ccccc1C2(C)C,0.3,-17.6
O=C(CCc1ccc(S(=O)(=O)N2CCOCC2)cc1)N1CCN(Cc2ccc3c(c2)OCO3)CC1,4.0,-2.9
CN(C)c1ccc(N2CN=C3SCC(=O)N3C2)cc1,-79.9,34.5
NC(=O)C1(N2CCCCC2)CCN(C(=S)Nc2ccc(Cl)cc2)CC1,1.2,14.1
CC(=O)c1c(N(C)C)ccnc1C(F)(F)F,-14.6,-4.9
CCc1nnc(NC(=O)C2CCCN2S(=O)(=O)c2ccc(F)cc2)s1 (stereo not drawn),12.4,0.9
COc1ccc(CN(Cc2cc3cccc(C)c3[nH]c2=O)C(=O)N(C)C)cc1,-11.9,3.6
Cc1oc(-c2ccc(Cl)cc2)nc1CN1CCCC(C(=O)NCc2ccccn2)C1 (stereo not drawn),0.7,3.1
CC(=O)c1ccc(S(=O)(=O)NCCCC(=O)NCCc2ccccn2)cc1,-12.5,-1.8
CC1=Nc2ccccc2NC(=O)C1Sc1nnc(C)s1 (stereo not drawn),4.8,16.5
CCCCn1nnnc1SCC(=O)NCc1ccccc1,-1.3,-2.5
CCOc1cc2[nH]c(=S)n(CCCN3CCOCC3)c(=O)c2cc1OCC,1.5,-9.7
COC(=O)c1ccc(N2CCN(S(=O)(=O)c3ccc(C)cc3)CC2)c([N+](=O)[O-])c1,-1.9,5.7
Cc1ccc(C)c(N2CCN(C(=O)C3CCN(S(=O)(=O)c4cccc5nsnc45)CC3)CC2)c1,23.7,3.9

# An excerpt from above in order of the ARNT-TACC3 inh value, largest number first:
molecule	ARNT-TACC3 inh
CC1=Nc2ccccc2NC(=O)C1Sc1nnc(C)s1 (stereo not drawn)	16.5
O=C1CCCCC1Sc1nnc(Cc2cccs2)n1CCc1ccccc1 (stereo not drawn)	0.0
CC(=O)c1ccc(S(=O)(=O)NCCCC(=O)NCCc2ccccn2)cc1	-1.8

# Continued:
SMILES,PAX8 inh HTS,ARNT-TACC3 inh
CCC(=O)N1c2ccccc2NC2=C(C(=O)CCC2)C1c1cccnc1 (stereo not drawn),15.0,-0.2
CC1CCCN(C(=O)CSc2nc3ccccc3o2)C1 (stereo not drawn),-136.6,7.7
CN(C)S(=O)(=O)c1cccc(NC(=O)COC(=O)c2ccc(Br)o2)c1,1.9,-0.9
COc1ccc(Cl)cc1C(=O)CSc1nc(N)cc(N)n1,1.3,2.7
COCCNC(=O)CN(C(=O)Cn1nnc2ccccc21)c1ccc(C)c(F)c1,2.1,-4.7
COc1ccc(C2(CNC(=O)CCC(=O)O)CCCC2)cc1OC,12.2,14.6
CCCCN(CCCNC(=O)c1ccc2nc(N3CCOCC3)sc2c1)Cc1ccccc1,1.6,2.3
CCCOC(=O)c1ccc(NS(=O)(=O)c2cccs2)cc1,6.2,-1.8
COc1ccc(NC(=O)Cn2c(=O)n(Cc3ccco3)c(=O)c3ccccc32)cc1,16.8,-2.1
COC(=O)C1CCN(S(=O)(=O)c2ccc(OC)cc2)CC1,6.2,-20.5
COc1ccc(N2CCCCn3c2nc2c3c(=O)n(C)c(=O)n2C)cc1,15.5,12.7
CC1CN(C(=O)N2c3ccccc3Sc3ccccc32)C(C)CC1=O (stereo not drawn),3.9,1.6
Cc1ccnc(NC(=O)C2CCN(S(=O)(=O)c3cccc4nsnc34)CC2)c1,2.4,2.2
O=C(Cn1cc[n+](CC(=O)c2ccccc2)c1)c1ccccc1,6.1,1.4
O=C(Nc1cccc(C(F)(F)F)c1)C1CCCN(S(=O)(=O)c2cnc[nH]2)C1 (stereo not drawn),-18.0,-6.5
O=C(c1ccccc1C(F)(F)F)N1CCN(S(=O)(=O)c2ccccc2)CC1,-20.6,-4.1
COc1ccc(S(=O)(=O)Nc2cc(C(C)C)c(O)cc2C)cc1,13.7,4.1
CCCCC(=O)Nc1ccc(C(N)=O)cc1,-10.0,-4.7
CC1(c2ccccc2Cl)NC(=O)N(CC(=O)NC(=O)NCc2ccco2)C1=O (stereo not drawn),9.6,1.9
CCC(=O)N1CCN(c2ccc(Cl)cc2NC(=O)c2ccc(Br)o2)CC1,-0.9,-2.3
CCCN1C(=O)c2ccc(C(=O)Nc3cc(C)on3)cc2C1=O,-1.4,1.4
CCCOc1nnnn1-c1ccccc1,-2.6,-1.9
O=C(O)Cc1ccc(C(=O)c2ccc(F)cc2)s1,-1.6,-20.5
C=CCSc1nc(N)c(C#N)c(-c2ccccc2)c1C#N,5.2,-8.0
Cc1c(N=C2SCC(=O)N2/N=C/c2ccccc2Cl)c(=O)n(-c2ccccc2)n1C,-19.0,24.0
Cc1ccc(NC(=O)c2noc3c2CC(C(C)(C)C)CC3)cc1 (stereo not drawn),-22.3,0.9
CC(C)(C)OC(=O)C1C(=O)CC(C)(O)C(C(=O)OC(C)(C)C)C1c1cccnc1 (stereo not drawn),20.3,-0.3

# 20 structures out of the list, ordered by SMILES length, rising:
SMILES,PAX8 inh HTS,ARNT-TACC3 inh
CCCOc1nnnn1-c1ccccc1,-2.6,-1.9
CCCCC(=O)Nc1ccc(C(N)=O)cc1,-10.0,-4.7
CC1CCCN(C(=O)CSc2nc3ccccc3o2)C1 (stereo not drawn),-136.6,7.7
O=C(O)Cc1ccc(C(=O)c2ccc(F)cc2)s1,-1.6,-20.5
C=CCSc1nc(N)c(C#N)c(-c2ccccc2)c1C#N,5.2,-8.0
CCCOC(=O)c1ccc(NS(=O)(=O)c2cccs2)cc1,6.2,-1.8
COC(=O)C1CCN(S(=O)(=O)c2ccc(OC)cc2)CC1,6.2,-20.5
Cc1ccc(NC(=O)c2noc3c2CC(C(C)(C)C)CC3)cc1 (stereo not drawn),-22.3,0.9
CC1CN(C(=O)N2c3ccccc3Sc3ccccc32)C(C)CC1=O (stereo not drawn),3.9,1.6
CCC(=O)N1c2ccccc2NC2=C(C(=O)CCC2)C1c1cccnc1 (stereo not drawn),15.0,-0.2
COc1ccc(N2CCCCn3c2nc2c3c(=O)n(C)c(=O)n2C)cc1,15.5,12.7
CCC(=O)N1CCN(c2ccc(Cl)cc2NC(=O)c2ccc(Br)o2)CC1,-0.9,-2.3
COCCNC(=O)CN(C(=O)Cn1nnc2ccccc21)c1ccc(C)c(F)c1,2.1,-4.7
CCCCN(CCCNC(=O)c1ccc2nc(N3CCOCC3)sc2c1)Cc1ccccc1,1.6,2.3
Cc1ccnc(NC(=O)C2CCN(S(=O)(=O)c3cccc4nsnc34)CC2)c1,2.4,2.2
COc1ccc(NC(=O)Cn2c(=O)n(Cc3ccco3)c(=O)c3ccccc32)cc1,16.8,-2.1
O=C(Nc1cccc(C(F)(F)F)c1)C1CCCN(S(=O)(=O)c2cnc[nH]2)C1 (stereo not drawn),-18.0,-6.5
Cc1c(N=C2SCC(=O)N2/N=C/c2ccccc2Cl)c(=O)n(-c2ccccc2)n1C,-19.0,24.0
CC(C)(C)OC(=O)C1C(=O)CC(C)(O)C(C(=O)OC(C)(C)C)C1c1cccnc1 (stereo not drawn),20.3,-0.3
Cc1ccc(C)c(N2CCN(C(=O)C3CCN(S(=O)(=O)c4cccc5nsnc45)CC3)CC2)c1,23.7,3.9
